Assay outcomes (PubChem BioAssay)
GDH-TPI inh – GDH-TPI coupled enzyme inhibition counter-screen | inhibition, % at 4.8 µM | AID 588335 | GDH-TPI coupled enzyme counterscreen, NADH absorbance | actives 1.2% (n = 360,000);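 further: 0% = DMSO wells and 100% = wells lacking the enzyme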
Mtb BioA inh – BioA (M. tuberculosis) enzyme inhibition; purified M. tuberculosis BioA enzyme, plate reader; inhibition, % at 9.99 µM; actives 0.096% (n = 360,000); AID 602481; in the data active means inhibition above about 40%; inconclusive means no clear call, values can overlap the other calls
CCHF vOTU inh – blocks the CCHF virus ovarian tumor domain protease; inhibition, % at 11.5 µM; AID 651958; actives 0.55% (n = 370,000); CCHFV vOTU protease, Pep-AMC fluorescence; further: 0% = vehicle wells with enzyme and 100% = no enzyme wells
UGM FP inh – blocks M. tuberculosis UGM enzyme. AID 504406. P9WIQ1. inhibition, % at 10 µM. actives 0.06% (n = 320,000). purified UGM, fluorescence polarization probe displacement; in the data active means inhibition above about 10%, passing the limit was not always enough; inconclusive means no clear call, values can overlap the other calls
Target sequence (P9WIQ1 whole entry, looked up): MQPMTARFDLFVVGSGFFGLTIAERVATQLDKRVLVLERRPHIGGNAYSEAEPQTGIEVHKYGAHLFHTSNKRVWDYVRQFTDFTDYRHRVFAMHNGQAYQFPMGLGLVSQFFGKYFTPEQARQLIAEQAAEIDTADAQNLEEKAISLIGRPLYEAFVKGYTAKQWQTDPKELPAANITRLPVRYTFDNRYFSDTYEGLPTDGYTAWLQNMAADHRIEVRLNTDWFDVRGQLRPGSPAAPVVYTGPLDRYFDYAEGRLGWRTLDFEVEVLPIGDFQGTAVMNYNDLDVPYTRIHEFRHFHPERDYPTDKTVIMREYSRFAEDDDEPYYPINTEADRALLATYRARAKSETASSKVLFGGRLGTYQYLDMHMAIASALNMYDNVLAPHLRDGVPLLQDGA
PrPC TRFRET – inhibitors of human cell surface prion protein PrPC; P04156; TR-FRET read-out; inhibition, % at 13.8 µM; actives 0.43% (n = 370,000); AID 720596; in the data active means inhibition above about 24%; further: 0% = median of the test wells and 100% = reference compound wells
BoNT-A LC inh2 – inhibitors of Botulinum neurotoxin A light chain protease; multiplex microsphere protease substrate cleavage, flow cytometry; actives 0.17% (n = 360,000); inhibition, % at 10 µM; in the data active means inhibition above about 30%; inconclusive means no clear call, values can overlap the other calls; further: plate controls were buffer without enzyme for full effect and enzyme alone for no effect
FadD28 FP inh – blocks FadD28 binding to the bisubstrate probe; fluorescence polarization; inhibition, % at 12.5 µM; AID 588549; actives 0.22% (n = 360,000); in the data active means inhibition above about 8.5%, passing the limit was not always enough; inconclusive means no clear call, values can overlap the other calls
BoNT F protease – BoNT F light chain protease inhibition. Multiplex microsphere protease cleavage assay, flow cytometry. AID 588497. actives 0.22% (n = 360,000). inhibition, % at 10 µM; in the data active means inhibition above about 35%, passing the limit was not always enough; inconclusive means no clear call, values can overlap the other calls; further: plate controls were buffer without enzyme for full effect and enzyme alone for no effect
Mtb FBA inh – inhibitors of M. tuberculosis fructose-bisphosphate aldolase. P9WQA3. purified M. tuberculosis FBA, fluorescence read-out. inhibition, % at 1 µM. actives 2.3% (n = 360,000); in the data active means inhibition above about 27%;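 further: 0% = vehicle and 100% = reference inhibitor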
Target sequence (P9WQA3 whole entry, looked up): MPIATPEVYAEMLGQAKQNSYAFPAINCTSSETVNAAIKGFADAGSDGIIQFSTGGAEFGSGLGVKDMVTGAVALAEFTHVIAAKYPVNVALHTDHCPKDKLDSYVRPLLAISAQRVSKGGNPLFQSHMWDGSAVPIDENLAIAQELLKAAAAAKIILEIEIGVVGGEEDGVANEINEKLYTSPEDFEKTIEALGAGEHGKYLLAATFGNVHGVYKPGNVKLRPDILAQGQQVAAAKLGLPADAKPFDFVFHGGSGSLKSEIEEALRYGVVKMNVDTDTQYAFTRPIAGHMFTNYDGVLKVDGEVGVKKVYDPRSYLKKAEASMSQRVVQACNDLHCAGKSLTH
* hit, by the source's call; ? = inconclusive; · = no result given; & = joins results of further samples. Unless noted, no stated cut-off is given here; in the data, active means inhibition above about 30%; inactive means the rest.

SMILES	GDH-TPI inh	Mtb BioA inh	CCHF vOTU inh	UGM FP inh	PrPC TRFRET	BoNT-A LC inh2	FadD28 FP inh	BoNT F protease	Mtb FBA inh
CCCCn1nnnc1C(c1cc2ccccc2o1)N1CCN(c2cc(C)nc3ccccc23)CC1 (configuration not stated)	·	·	23	·	6	1.2	·	0	·
Cc1cc(C(=O)NN=C2CCCCCC2)c(C)o1	0	-0.6	0	2.5	-2	-0.3	-0.2	0	1
c1coc(CNC2C3CC4CC(C3)CC2C4)c1 (configuration not stated)	8	-1.0	5	-0.8	-3	-0.5	-1.0	-7	3
Cc1cc(/C=C(\C#N)C(=O)O)c(C)n1-c1ccc(Br)cc1	32*	-6.1	16	1.0	-9	-0.5	-5.6	-3	0
CC(=O)Nc1ccccc1-c1nc2ccccc2nc1OCC(=O)c1ccc2ccccc2c1	19	-2.1	-7	1.9	-1	0.3	-0.7	-5	1
CC1CC(C)CN(CCOCCSc2ccc(Cl)cc2)C1 (configuration not stated)	2	·	18	-1.6	-4	0.6	-1.5	14	2
N#Cc1ccc(NC(=O)CN2CCCC2)cc1Cl	-2	·	-3	-2.7	-2	0.5	-2.0	-3	-1
O=C(NC1CC1)C1CCN(c2ccc(S(=O)(=O)N3CCOCC3)cc2)CC1	-4	1.1	·	·	·	0.4	-3.9	-1	-2
CC(C)CC(OC(=O)CC1Sc2ccccc2NC1=O)C(=O)NC1CCCC1 (configuration not stated)	4	1.6	6	-2.0	-2	-1.6	-2.9	3	3
CSc1ccccc1NC(=O)CN(C)C(=O)c1cccc(S(=O)(=O)N(C)C)c1	6	-2.2	-7	-2.3	0	-0.1	1.5	-2	1
O=C1C2C3CCC(C3)C2C(=O)N1c1ccc2ccccc2c1 (configuration not stated)	-1	0.4	-3	1.3	-1	-2.2	-4.3	28	0
CCCCSc1nnc(CCC)n1N	0	-0.9	1	0.1	-7	-1.2	-1.3	?	1
O=C(Nc1ccc(S(=O)(=O)N2CCCCC2)cc1)c1ccncc1	7	1.0	7	1.9	9	0.5	-4.3	3	0
COc1ccc(NS(=O)(=O)c2cccc(Cl)c2Cl)cc1S(=O)(=O)N1CCCCC1	-9	·	8	0.8	11	-0.5	-2.7	-3	-1
C[C@H]1COC(=O)[C@@H](CC(=O)OC(C)(C)C)C/C=C\C[C@@H](CC(=O)N(CCO)Cc2ccccc2)C(=O)N1	8	0.8	-3	-1.0	0	-0.2	-0.4	-4	5
COc1ccc(N2CCN(CCNC(=O)CCC(=O)NNc3nc4ccccc4c4nc(C)nn34)CC2)cc1	2	4.2	·	0.5	·	-0.3	0.2	0	0
O=C(CN1CCN(Cc2ccccc2)CC1)N=Nc1c(O)[nH]c2ccccc12	18	·	3	-1.5	-27	-0.2	0.7	-3	-2
O=C(N/N=C\c1ccc(-c2ccccc2[N+](=O)[O-])o1)C1COc2cc3ccccc3cc2O1 (configuration not stated)	25	-1.0	20	2.4	-4	0.3	-0.2	7	5
CC(C)CN1C(=O)NC(NC(=O)c2ccco2)(C(F)(F)F)C1=O (configuration not stated)	-8	·	3	2.8	-3	-0.3	-5.3	4	-3
O=C(Nc1ccc(N2CCCC2)cc1)c1ccc2ccccc2c1	6	·	-2	-1.0	1	-0.3	-7.7	-4	-1
CCCOc1ccc(C(C)=O)cc1Cc1c(O)nc(SC)[nH]c1=O	10	-1.0	-4	0.8	8	0.1	-2.8	-8	1
O=C(CC1C(=O)NCCN1Cc1ccccc1C(F)(F)F)NC1CCCCC1 (configuration not stated)	13	-2.8	18	1.7	-6	-0.4	-1.3	-6	2
CCOC(=O)CSC1=C(C#N)C(c2ccccc2F)C(C(C)=O)=C(C)N1 (configuration not stated)	19	1.0	-11	-2.4	2	-0.3	-2.1	4	0
Cc1cc(C(F)(F)F)nc(NCc2ccc(F)cc2)n1	1	·	-1	-0.3	-1	-0.1	-0.8	-18	5
CCOC(=O)/C=C/C(=O)Nc1ccc(S(=O)(=O)N(C)c2ccccc2)cc1	-4	·	-8	-2.4	3	-0.1	-1.6	-2	-2

Copied from above, eleven compounds:
SMILES	GDH-TPI inh	Mtb BioA inh	CCHF vOTU inh	UGM FP inh	PrPC TRFRET	BoNT-A LC inh2	FadD28 FP inh	BoNT F protease	Mtb FBA inh
CCCCn1nnnc1C(c1cc2ccccc2o1)N1CCN(c2cc(C)nc3ccccc23)CC1 (configuration not stated)	·	·	23	·	6	1.2	·	0	·
Cc1cc(C(=O)NN=C2CCCCCC2)c(C)o1	0	-0.6	0	2.5	-2	-0.3	-0.2	0	1
c1coc(CNC2C3CC4CC(C3)CC2C4)c1 (configuration not stated)	8	-1.0	5	-0.8	-3	-0.5	-1.0	-7	3
Cc1cc(/C=C(\C#N)C(=O)O)c(C)n1-c1ccc(Br)cc1	32*	-6.1	16	1.0	-9	-0.5	-5.6	-3	0
CC(=O)Nc1ccccc1-c1nc2ccccc2nc1OCC(=O)c1ccc2ccccc2c1	19	-2.1	-7	1.9	-1	0.3	-0.7	-5	1
CC1CC(C)CN(CCOCCSc2ccc(Cl)cc2)C1 (configuration not stated)	2	·	18	-1.6	-4	0.6	-1.5	14	2
N#Cc1ccc(NC(=O)CN2CCCC2)cc1Cl	-2	·	-3	-2.7	-2	0.5	-2.0	-3	-1
O=C(NC1CC1)C1CCN(c2ccc(S(=O)(=O)N3CCOCC3)cc2)CC1	-4	1.1	·	·	·	0.4	-3.9	-1	-2
CC(C)CC(OC(=O)CC1Sc2ccccc2NC1=O)C(=O)NC1CCCC1 (configuration not stated)	4	1.6	6	-2.0	-2	-1.6	-2.9	3	3
CSc1ccccc1NC(=O)CN(C)C(=O)c1cccc(S(=O)(=O)N(C)C)c1	6	-2.2	-7	-2.3	0	-0.1	1.5	-2	1
O=C1C2C3CCC(C3)C2C(=O)N1c1ccc2ccccc2c1 (configuration not stated)	-1	0.4	-3	1.3	-1	-2.2	-4.3	28	0

Following part:
SMILES	GDH-TPI inh	Mtb BioA inh	CCHF vOTU inh	UGM FP inh	PrPC TRFRET	BoNT-A LC inh2	FadD28 FP inh	BoNT F protease	Mtb FBA inh
COc1ccc(Cl)cc1-c1noc([C@@H]2O[C@H](CO)[C@H](O)[C@H](O)[C@H]2O)n1	7	0.0	1	·	-3	-1.1	-0.2	-5	2
CCOC(=O)N1CCN(C(=O)/C=C/c2cccc([N+](=O)[O-])c2)CC1	5	·	-7	0.5	-5	-0.8	-0.4	-8	4
O=C(CCNS(=O)(=O)c1ccccc1)OCC(=O)c1ccc(Cl)cc1	-1	·	-3	1.0	6	-0.7	-1.7	2	1
O=C(CNC(=O)C1CCCCC1)OCC(=O)c1ccc(Br)cc1	-2	0.9	-2	·	-1	0.3	-4.1	4	0
O=S(=O)(Nc1ccccc1O)c1cccc2cccnc12	-5	·	8	3.8	-2	0.0	-4.1	4	-3
COC(=O)CN1C(=S)N(c2ccc(Cl)cc2)C(=O)C1CC(=O)Nc1ccc(F)cc1 (configuration not stated)	-1	·	4	-3.6	2	0.4	-3.9	0	-2
COc1ccc(-n2ccnc2)cc1	2	-0.3	8	1.1	7	0.4	1.1	0	6
Cc1ccc(C)n1-c1ccc(C(=O)NCc2cccnc2)cc1	3	·	·	-1.7	·	0.7	-1.0	3	31*
Nn1c(-c2cccs2)nc2sc3c(c2c1=O)CCCC3	14	-0.3	-14	3.6	-2	-0.5	-2.6	-6	5
COc1ccc(CCN2C(=S)N(c3ccc(Cl)cc3)C(=O)C2CC(N)=O)cc1OC (configuration not stated)	-1	0.9	-11	4.3	-4	-1.9	-2.8	?	1
Cn1c2ccccc2c2cnn(CC(=O)Nc3ccc(Cl)cc3)c(=O)c21	5	·	0	6.5	-6	-0.4	-4.2	-6	7
O=C(/C=C/[C@H]1O[C@@H](n2cnc3c(NC(=O)c4ccccc4)ncnc32)[C@H](O)[C@@H]1O)NCc1cccs1	·	1.0	14	·	11	-0.7	-2.8	-7	-2
O=C(COc1ccc2ccc(=O)oc2c1)Nc1ccc(CN2CCOCC2)cc1	6	8.8	8	-1.4	8	0.6	-4.1	0	4
Oc1ccc(N=Nc2c(O)ccc3ccccc23)cc1	6	-1.9	6	2.3	-1	-0.6	1.0	-21	-14
COCc1c(C(=O)N2CCN(CCOc3ccccc3)CC2)oc2ccccc12	-2	2.4	-8	2.8	-2	1.2	-1.1	-1	0
COc1ccc(OC)c(S(=O)(=O)NCCCN2CCOCC2)c1	5	-3.1	18	1.4	5	2.9	-0.8	-5	0
Cc1cccc(C)c1NC(=O)CN(C)C(=O)C1CC(=O)N(c2cccc3ccccc23)C1 (configuration not stated)	-7	-0.4	-10	·	2	-1.1	-1.0	0	-2
O=C(CSc1nc(=O)n2ccccc2n1)NCc1ccccc1Cl	14	0.5	10	-1.9	7	-7.6	-3.3	-17	2
Cc1ccc(CN2[C@@H](c3ccccc3)COCCS2(=O)=O)cc1	0	2.5	7	1.0	-6	0.6	-5.1	0	-2
COc1ccc(CNC(=O)c2c(O)c3cccc4c3n(c2=O)CCC4)cc1	4	-1.3	20	·	1	0.1	-0.6	-4	4
CNc1nc(N/N=C/c2ccc([N+](=O)[O-])cc2)nc(Nc2ccccc2)n1	20	·	9	1.0	-14	0.1	-7.4	2	-1
CCOC(=O)C1CN(S(=O)(=O)c2cccc(C(F)(F)F)c2)c2cc(CC(=O)OC)ccc2O1 (configuration not stated)	-3	-1.1	3	0.9	2	0.2	-1.8	-6	-2
O=C1NC(=O)N(Cc2ccco2)C(=O)/C1=C/c1ccc(-c2cccc([N+](=O)[O-])c2)o1	15	-1.5	·	5.6	·	0.8	0.5	8	-5
CC1(C(=O)NCc2ccccc2)Cc2c(-c3ccc4c(c3)OCO4)ccnc2O1 (configuration not stated)	-12	5.8	13	·	0	-0.5	-4.7	-7	69*
Cc1ccc(NC(=O)c2ccc3c(c2)CCN3S(C)(=O)=O)c(C)c1	2	-0.5	-3	-1.6	6	-0.6	-3.7	?	2

New compounds follow:
SMILES	GDH-TPI inh	Mtb BioA inh	CCHF vOTU inh	UGM FP inh	PrPC TRFRET	BoNT-A LC inh2	FadD28 FP inh	BoNT F protease	Mtb FBA inh
O=C(O)C1=C[C@H](c2ccc3c(c2)OCO3)C[C@H](OCc2ccc(CO)cc2)O1	10	1.8&0.5&0.8	20	-1.2	13	-0.3	-0.2	-2	3
Cc1cc[n+](C(C)C(=O)c2ccc(Cl)cc2)cc1 (configuration not stated)	23	0.2	-14	-2.1	0	·	-1.2	·	-1
Nn1c(Cc2ccc(Br)cc2)n[nH]c1=S	-10	·	-1	-1.0	-2	-1.1	-3.4	-6	-1
Cc1nnc(SCC(=O)Nc2nccs2)s1	5	-0.6	-6	1.3	-1	0.2	-4.2	-2	-2
CC(O)CCc1nc2ccc(C(=O)O)cc2[nH]1 (configuration not stated)	2	-1.9	8	-1.8	2	-1.1	-1.8	-10	1
O=C(Cc1c[nH]c2ccccc12)N1CCN(S(=O)(=O)c2cccc(Cl)c2Cl)CC1	15	2.5	4	0.2	-3	0.2	-0.2	2	-1
Cc1cc(N2CCN(C)CC2)ccc1NC(=O)c1cccc(S(=O)(=O)N2CCc3ccccc3C2)c1	-1	-0.6	11	-2.8	-21	0.5	-2.6	-12	-1
O=C(CSc1nc2ccccc2c(=O)n1CC1CCCO1)Nc1ccc(F)cc1 (configuration not stated)	5	3.9	6	-0.3	12	0.6	-2.6	19	0
COc1ccc(N(CC(=O)NCCSC2CCCCC2)S(C)(=O)=O)c(OC)c1	14	1.6	4	1.4	2	?	0.0	-10	0
COc1ccc(N(CC(=O)NCc2ccc(F)cc2)C(=O)CCC(=O)Nc2ccccn2)cc1	2	-4.8	1	0.4	-2	-2.0	0.7	-1	2
Cc1cccc(C(=O)OCC(=O)NC2CCCCCCC2)c1	-1	-0.4	10	2.6	7	·	-1.0	·	3
COc1c(C=C2C(=O)NC(=O)NC2=O)c(CCN(C)C(=O)c2ccccc2)cc2c1OCO2	-1	22	-1	-2.3	-2	-0.5	-1.6	-6	1
O=C(COc1ccccc1Cl)Nc1cc(Cl)ccc1O	1	·	4	·	-4	0.4	-2.8	-2	3
Fc1ccc(NC(=S)N2CCSC2c2cccs2)cc1 (configuration not stated)	-1	·	-15	0.2	17	-1.1	-2.9	1	-3
CCOC(=O)CSc1nnc(C)c(=O)[nH]1	-8	-0.7	-1	1.4	2	0.0	-3.9	-6	-2
